ALOX12 inh – Primary qHTS assay for inhibitors of human arachidonate 12S-lipoxygenase (ALOX12): Round 2; purified 12hLO, xylenol orange hydroperoxide absorbance; Potency, µM (top dose mostly 108 µM), inactives show at the top dose activity change, negative = inhibition, hits mostly inhibitors; 580,000 compounds, 1.1% hits; active = well fitted inhibition curve with a large enough effect; inconclusive = small, poorly fitted or top-dose-only effect, or another doubt; inactive = no such curve, though single readings can be large or run the other way
Target sequence (P18054 whole entry, looked up): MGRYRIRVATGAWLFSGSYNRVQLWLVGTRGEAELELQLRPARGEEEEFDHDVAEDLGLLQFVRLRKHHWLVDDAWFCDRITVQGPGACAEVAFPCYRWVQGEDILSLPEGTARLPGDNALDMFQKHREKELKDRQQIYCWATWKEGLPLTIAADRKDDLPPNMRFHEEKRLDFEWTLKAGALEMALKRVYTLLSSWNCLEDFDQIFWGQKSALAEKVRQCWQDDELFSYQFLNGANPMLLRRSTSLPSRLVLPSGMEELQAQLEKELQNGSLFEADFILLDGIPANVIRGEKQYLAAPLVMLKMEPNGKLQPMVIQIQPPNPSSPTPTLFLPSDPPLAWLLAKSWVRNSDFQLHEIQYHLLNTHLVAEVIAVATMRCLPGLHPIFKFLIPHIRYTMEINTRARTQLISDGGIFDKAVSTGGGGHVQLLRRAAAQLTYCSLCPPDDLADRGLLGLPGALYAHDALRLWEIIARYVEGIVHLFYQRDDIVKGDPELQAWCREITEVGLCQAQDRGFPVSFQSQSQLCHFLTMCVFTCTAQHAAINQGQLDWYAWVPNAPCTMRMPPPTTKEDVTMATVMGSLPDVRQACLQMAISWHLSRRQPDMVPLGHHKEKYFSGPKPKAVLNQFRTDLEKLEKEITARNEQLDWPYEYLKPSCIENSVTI
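Purified human 12hLO (150 nM final) in 25 mM Hepes, 0.01% Triton X-100, pH 7.0 was preincubated 15 min at room temperature with compound. Then 40 uM arachidonic acid was added, 30 min. Hydroperoxide was read by Fe-XO absorbance ratio 573/405 nm.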
The depositor's hits bear a star; [ ] = another dose, or the depositor's remark. % is set by controls: 0 for no effect and ±100 for the full control effect; potency is the fitted concentration of half-maximal effect. This is a subset; the hit share may differ from the screen's.

For CCN(CC)Cc1nc(C2(O)CCN(C3CCC(F)(F)CC3)CC2)cs1 the results were ALOX12 inh -19%[176 µM].
`O=C(c1cnccn1)N1CCCC2(C1)Nc1cccnc1NC2=NCc1ccccc1` (stereo not given) gave ALOX12 inh 32%[activator].
Cc1cccc2nc(-c3ccc(O)cc3)c(Nc3ccccc3)n12 was read as ALOX12 inh -8%.
`COc1ccc(CN2Cc3[nH]nc(-c4cccc(C(F)(F)F)c4)c3CC2=O)cc1` gave ALOX12 inh inconclusive.
Screening O=C(NC1CCCCNC1=O)c1cc(-c2ccco2)on1 (stereo not given) returned ALOX12 inh 13%.
`CC(C)CN1C(=O)c2cccn2CC1C(=O)N1CCN(c2ncccn2)CC1` (stereo not given) gave ALOX12 inh 27%.
Screening CNc1cccc(-c2ccc(N3CCN(C)CC3)nc2)n1 returned ALOX12 inh inconclusive.
CCCN1CC(Oc2ccc(-c3noc(-c4cccnc4)n3)cc2)C1 was read as ALOX12 inh 70%[activator].
`CNC(=O)[C@@H]1CN(C(=O)c2cc(C)cc(C)c2)C[C@H]1CO` gave ALOX12 inh 8%.
Screening CN(C)C(=O)CN1C(=O)CO[C@H](c2ccc(NS(=O)(=O)c3cccc(F)c3)cc2)[C@H]1CO returned ALOX12 inh -29%.
Screening O=C(O)CCn1cc(C(C(=O)O)N2CCCCC2)c2ccc(Br)cc21 (stereo not given) returned ALOX12 inh inconclusive.
CC1(C)C2CCC1(C(=O)Nc1ccc(C(F)(F)F)cc1)c1nc(C#N)c(C#N)nc12 (stereo not given) was read as ALOX12 inh -9%.
For COc1ccc(NC(=O)NC[C@H]2COCc3nc4ccccc4n32)cc1 the results were ALOX12 inh inconclusive.
`CC(N)c1csc(NC(=O)c2cc(C(C)(C)C)nn2Cc2ccccc2)n1` (stereo not given) gave ALOX12 inh -22%.
Cc1ccc(C(=O)N/C(=C/c2ccccc2)C(=O)NCC(=O)O)cc1 was read as ALOX12 inh -28%.
For CC1(C(=O)NS(=O)(=O)c2ccc(F)cc2F)CCN1C(=O)CC(c1ccccc1)c1ccccc1 (stereo not given) the results were ALOX12 inh -11%.
For CCCCOC(=O)c1ccc(NC(=O)c2cc(=O)c3cc(CC)ccc3o2)cc1 the results were ALOX12 inh 31%.
Screening CCOC(=O)c1nc2ccccc2nc1NCC(C)c1ccccc1 (stereo not given) returned ALOX12 inh -12%.
CC1=C[C@@H](CN2CCN(c3ccccn3)CC2)[C@H](C(C)C)C[C@H]1Cc1nnc(-c2cncn2C)o1 was read as ALOX12 inh 12%.
Screening Cc1ccc(-c2nc(C(=O)N3CCN(C(C#N)c4ccc(F)cc4)CC3)cs2)cc1 (stereo not given) returned ALOX12 inh inconclusive.
For Cc1ccc(C(=O)N2CCn3c(nnc3-c3ccc(Cl)cc3)C2)cc1 the results were ALOX12 inh 0%[6.33 µM].
`Cc1cc(C(=O)O)ccc1-c1ccc(C=C(C#N)C#N)o1` gave ALOX12 inh inconclusive.
For COc1cccc(C(=O)N2C(C(=O)NC(C)C)COC23CCN(C(=O)c2ccc(F)cc2)CC3)c1 (stereo not given) the results were ALOX12 inh 32%.
CONC(=O)CC(c1ccccc1)c1ccccc1 was read as ALOX12 inh inconclusive.
For O=C(Cn1cccc1-c1nc(-c2ccc(F)cc2)no1)NC1CCCCC1 the results were ALOX12 inh inconclusive.
Screening O=C(Nc1ccc(-c2nc3ccccc3o2)cc1)c1cccc(F)c1 returned ALOX12 inh -24%.
Screening Cc1ccc(NC(=O)N2Cc3[nH]cnc3C[C@H]2c2nc(-c3cccc([N+](=O)[O-])c3)no2)cc1 returned ALOX12 inh 19%.
O[C@@H]1C[C@@H](c2nc(-c3ccc4c(c3)OCO4)no2)N(CCCc2ccccc2)C1 was read as ALOX12 inh inconclusive.
O=C(O)C1CC(=O)N(C2CC2)C1 (stereo not given) was read as ALOX12 inh inconclusive.
`CCc1nc2ccccc2c(C(=O)OC(C)C(=O)NC(N)=O)c1C` (stereo not given) gave ALOX12 inh inconclusive.
`COC(=O)[C@@H]1Cc2c([nH]c3ccccc23)[C@H]2C[C@@H](NCc3cccnc3)C[C@@H](c3ccc(C(F)(F)F)cc3)N21` gave ALOX12 inh -3%.
c1ccc2cc(C3OCC4(CCCC4)CO3)ccc2c1 was read as ALOX12 inh 0%.
Screening COc1cc(OC)c(NS(=O)(=O)c2cc(-c3n[nH]c(=O)c4c3CCCC4)ccc2C)cc1Cl returned ALOX12 inh 39%[activator].
For C/C=C(\C)C(=O)OC1Cc2cc3ccc(=O)oc3cc2OC1(C)C (stereo not given) the results were ALOX12 inh -33%.
Cn1nc(C2CCCN(C(=O)Cc3cccc(F)c3)C2)n(-c2ccccc2)c1=O (stereo not given) was read as ALOX12 inh 7%.
Screening COC(=O)c1ccc(C2C(C(=O)c3ccco3)=C(O)C(=O)N2CCc2ccccc2)cc1 (stereo not given) returned ALOX12 inh inconclusive.
For COC(=O)[C@@H]1Cc2nc[nH]c2CN1C(=O)c1ccc(-c2ccccc2)cc1 the results were ALOX12 inh 80%[activator][176 µM].
CCOC(=O)C(N)c1c(C)cc(C)cc1C (stereo not given) was read as ALOX12 inh inconclusive.
`CCOC(=O)COc1ccc2c(C)c(CC(=O)OC)c(=O)oc2c1` gave ALOX12 inh -2%.
O=C(NCCSC1CCCC1)C1CCCO1 (stereo not given) was read as ALOX12 inh -2%.
Cc1ccc(C(=O)NC2CCCN(c3cc(-c4ccc(F)cc4)[nH]n3)C2)cn1 (stereo not given) was read as ALOX12 inh 43%[activator].
CCNC(=O)N1CCC[C@@H](O)[C@H](NC(=O)c2ccc(OCCN3CCOCC3)cc2)C1 was read as ALOX12 inh 3%[176 µM].
For Cc1ccc(NC(=O)Cn2c(=O)c3c(ncn3Cc3ccccc3)n(Cc3ccccc3)c2=O)cc1F the results were ALOX12 inh -5%.
`O=C(O)C(c1cccc2c1OCC2)N1CCC(OCc2cccnc2)CC1` (stereo not given) gave ALOX12 inh 14%.
For Cc1c(CC(=O)N(C)C(C)C)c2c(n1Cc1ccccc1F)CCCC2=O the results were ALOX12 inh 2%.
For Cc1cc(Cl)ccc1NC(=O)N1CCC(Oc2ncccc2C(=O)N2CCOCC2)C1 (stereo not given) the results were ALOX12 inh 6%.
Screening CCC(C)NC(=O)CS(=O)(=O)Cc1cc(C)no1 (stereo not given) returned ALOX12 inh -20%.
COc1ccc(CCC(=O)N2CCC(c3nc(C4CCOCC4)no3)CC2)cc1 was read as ALOX12 inh 37%.
Screening Cc1ccc(OCC(=O)N2CCC3(CC2)N(CC2CC2)C(=O)CS3=O)cc1 (stereo not given) returned ALOX12 inh 31%[activator].
`Cc1nc(SCC(=O)NC(c2ccc3c(c2)OCCCO3)C(C)C)c(C#N)c(C)c1C` (stereo not given) gave ALOX12 inh inconclusive.
Screening Cc1nc(C2CC(O)C2)cc(N2CCN(c3ccc(F)c(Cl)c3)CC2)n1 (stereo not given) returned ALOX12 inh 8%.
C=CCn1c(SCCCCCC)nc2c1c(=O)n(C)c(=O)n2C was read as ALOX12 inh inconclusive.
Screening CCOCCCNC(=O)c1cc(SC)ccc1C returned ALOX12 inh inconclusive.
`CCCOc1ccc(C2c3c(-c4ccccc4O)n[nH]c3C(=O)N2CCO)cc1` (stereo not given) gave ALOX12 inh 7%.
O=C(CNC(=O)c1ccc2c(c1)OCO2)Nc1ccc2c(c1)Cc1ccccc1-2 was read as ALOX12 inh -18%.
Cc1nn2c(c1-c1ccccc1[S+](C)(=O)[O-])N(C(=O)COc1ccccc1)CCC2 was read as ALOX12 inh -2%[176 µM].
`OCCN1CCN(c2nccn3ccnc23)CC1` gave ALOX12 inh -3%.
CC(=O)Nc1ccc(C2(C(=O)N3CCCCCC3)CCC2)cc1 was read as ALOX12 inh 32%[activator].
`COc1ccccc1Nc1nc(-c2cc(C)ccc2C)cs1` gave ALOX12 inh 10µM*.
For CCn1cnnc1CC1CCN(C(=O)c2[nH]nc3c2COc2ccccc2-3)CC1 the results were ALOX12 inh 38%[activator].
Screening CCCCN returned ALOX12 inh 3%.
CC(=O)c1c(O)cc2c3c1OC(C)(C)C1CCC(C)(CC31)O2 (stereo not given) was read as ALOX12 inh 16%.
Cn1c(CN2CCOCC2)nnc1SCc1ccc(Br)cc1 was read as ALOX12 inh inconclusive.
For CCCC(=O)Nc1sc2c(c1C#N)CCC(C(C)(C)C)C2 (stereo not given) the results were ALOX12 inh inconclusive.
Screening CCOc1ccc(-c2ccnc(-c3ncccn3)n2)cc1C(=O)O returned ALOX12 inh 53%[activator].
CCc1nnc(NC(=O)CCc2ccc(-c3ccc(C)c(C)c3)o2)s1 was read as ALOX12 inh inconclusive.
`Cc1ccc(N2CCN(C(=O)c3noc(-c4ccc(F)cc4)n3)CC2)cc1` gave ALOX12 inh 1%.
`Cc1cccc(-c2nc(C)c(CCNC(=O)C(=O)Nc3ccc(C)c(F)c3)s2)c1` gave ALOX12 inh inconclusive.
`O=C(CC1CCCC1)N[C@H](C(=O)N1CCC[C@H]1C(=O)NC1CCCC1)C1CCCCC1` gave ALOX12 inh 4%.
`Cc1cccc(OCc2nc(C#N)c(NC(C)c3ccccc3)o2)c1` (stereo not given) gave ALOX12 inh -16%.
`COc1ccc(NC(=O)C2(C)CCc3cnc(Nc4ccccc4)nc32)cn1` (stereo not given) gave ALOX12 inh -18%[176 µM].
Screening CC(C)C(=O)N1CCCC1(C)C(=O)N(C)Cc1cccc2ccccc12 (stereo not given) returned ALOX12 inh -41%.
Screening O[C@H]1[C@H](NCC2CCCCC2)[C@H]2CO[C@H](O2)[C@@H]1Sc1ccccc1 returned ALOX12 inh 1%[176 µM].
For COc1ccc(Cn2c(C3CCN(C(=O)c4ccco4)CC3)n[nH]c2=O)cc1 the results were ALOX12 inh -1%.
COC(=O)c1cn([C@H]2CO[C@H]3[C@@H]2OC[C@@H]3NCCCc2ccccc2)nn1 was read as ALOX12 inh 19%[176 µM].
For CCCCC(=O)Nc1ccc(-c2cn3ccc(C)nc3n2)cc1 the results were ALOX12 inh 2%.
CNC(=O)[C@H]1C[C@H](Oc2ccccc2)CN1Cc1sccc1C was read as ALOX12 inh 28%.
For Cn1c(CN2C[C@H](O)C[C@H]2c2nc(-c3ccc(OC(F)(F)F)cc3)no2)nc2ccccc21 the results were ALOX12 inh 23%.
Screening COc1ccc(C2C3=C(CCCC3=O)Nc3c(C#N)cnn32)cc1OC (stereo not given) returned ALOX12 inh 24%.
For Cc1ccnc(CC(C)N(C)C(=O)c2cc(-c3cnn(C)c3)nc3ccccc23)c1 (stereo not given) the results were ALOX12 inh 74%[activator].
Screening CCN(Cc1ccc(OCc2ccccc2)cc1)C(=O)c1ccc2c(c1)OCO2 returned ALOX12 inh 5%.
Screening COC(=O)c1cc(-c2ccc(Cl)cc2)nc2onc(C(C)C)c12 returned ALOX12 inh -22%.
For CC(C)Nc1ncnc2c1ncn2[C@H]1CN(C2CCCC2)C[C@@H](CO)O1 the results were ALOX12 inh 13%.
`O=C1NC2(Cc3ccccc31)CN(Cc1cscn1)C2` gave ALOX12 inh -1%[12.5 µM].
For CCCn1nc(C(=O)NC2CCN(C(C)C)CC2)c2ccccc2c1=O the results were ALOX12 inh 3%.
`Cc1cnc(C)n1C1CCN(S(=O)(=O)c2ccc(C#N)cc2)CC1` gave ALOX12 inh 59%[activator].
CN(C)c1nccnc1OC1CCN(C(=O)c2ccnn2C)C1 (stereo not given) was read as ALOX12 inh 34%.
Screening CCc1ccc(NC(=O)CSc2nccn2Cc2ccccc2OC)cc1 returned ALOX12 inh 3%.
Cc1ccc(C2(O)CCN(c3cc(C(F)(F)F)ccn3)CC2)nc1 was read as ALOX12 inh 13%.
Screening CCCN1C(=O)C(CC(=O)NC(C)CC)Sc2ncccc21 (stereo not given) returned ALOX12 inh 12%.

As a short view, part of the list above:
Screening CCN(Cc1ccc(OCc2ccccc2)cc1)C(=O)c1ccc2c(c1)OCO2 returned ALOX12 inh 5%.
Screening COC(=O)c1cc(-c2ccc(Cl)cc2)nc2onc(C(C)C)c12 returned ALOX12 inh -22%.

Not a retest: entries from further up.
For CCCCC(=O)Nc1ccc(-c2cn3ccc(C)nc3n2)cc1 the results were ALOX12 inh 2%.
CNC(=O)[C@H]1C[C@H](Oc2ccccc2)CN1Cc1sccc1C was read as ALOX12 inh 28%.
For Cn1c(CN2C[C@H](O)C[C@H]2c2nc(-c3ccc(OC(F)(F)F)cc3)no2)nc2ccccc21 the results were ALOX12 inh 23%.
Screening COc1ccc(C2C3=C(CCCC3=O)Nc3c(C#N)cnn32)cc1OC (stereo not given) returned ALOX12 inh 24%.
For Cc1ccnc(CC(C)N(C)C(=O)c2cc(-c3cnn(C)c3)nc3ccccc23)c1 (stereo not given) the results were ALOX12 inh 74%[activator].
Screening CCN(Cc1ccc(OCc2ccccc2)cc1)C(=O)c1ccc2c(c1)OCO2 returned ALOX12 inh 5%.
Screening COC(=O)c1cc(-c2ccc(Cl)cc2)nc2onc(C(C)C)c12 returned ALOX12 inh -22%.
For CC(C)Nc1ncnc2c1ncn2[C@H]1CN(C2CCCC2)C[C@@H](CO)O1 the results were ALOX12 inh 13%.
`O=C1NC2(Cc3ccccc31)CN(Cc1cscn1)C2` gave ALOX12 inh -1%[12.5 µM].
For CCCn1nc(C(=O)NC2CCN(C(C)C)CC2)c2ccccc2c1=O the results were ALOX12 inh 3%.
`Cc1cnc(C)n1C1CCN(S(=O)(=O)c2ccc(C#N)cc2)CC1` gave ALOX12 inh 59%[activator].
CN(C)c1nccnc1OC1CCN(C(=O)c2ccnn2C)C1 (stereo not given) was read as ALOX12 inh 34%.
Screening CCc1ccc(NC(=O)CSc2nccn2Cc2ccccc2OC)cc1 returned ALOX12 inh 3%.
Cc1ccc(C2(O)CCN(c3cc(C(F)(F)F)ccn3)CC2)nc1 was read as ALOX12 inh 13%.
Screening CCCN1C(=O)C(CC(=O)NC(C)CC)Sc2ncccc21 (stereo not given) returned ALOX12 inh 12%.

Source: PubChem BioAssay
